M1 PAM: human M1 muscarinic receptor positive allosteric modulators, primary screen, CHO-K1 cells, Fluo-8 calcium fluorescence, 1536-well | Muscarinic acetylcholine receptor M1 (Homo sapiens), P11229 | CHO-K1 hM1, ACh EC20; 0% = ACh EC20, 100% = maximal ACh | activation, % at 3 µM | 360,000 tested, 0.088% active | AID 588819, 2011; in the data active = activation above about 19%, passing the limit was not always enough
Target sequence (P11229 whole entry, looked up): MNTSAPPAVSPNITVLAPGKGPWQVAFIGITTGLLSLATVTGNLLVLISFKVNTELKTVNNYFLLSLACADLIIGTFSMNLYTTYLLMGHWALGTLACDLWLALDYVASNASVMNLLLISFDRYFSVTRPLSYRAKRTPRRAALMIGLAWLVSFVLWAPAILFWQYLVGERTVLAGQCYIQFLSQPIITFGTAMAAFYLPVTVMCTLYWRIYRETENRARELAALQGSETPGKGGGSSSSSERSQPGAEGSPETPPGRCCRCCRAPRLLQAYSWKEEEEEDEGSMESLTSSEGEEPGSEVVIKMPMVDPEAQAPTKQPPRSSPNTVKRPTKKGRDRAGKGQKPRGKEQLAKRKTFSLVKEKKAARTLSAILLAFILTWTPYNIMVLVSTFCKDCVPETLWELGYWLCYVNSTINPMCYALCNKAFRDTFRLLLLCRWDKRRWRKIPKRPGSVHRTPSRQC
M1 antag: human M1 muscarinic receptor antagonists, primary screen, CHO-K1 cells, Fluo-8 calcium fluorescence, 1536-well; Muscarinic acetylcholine receptor M1 (Homo sapiens), P11229; CHO-K1 hM1, ACh EC80 antagonist; inhibition, % at 3 µM; 360,000 tested, 1.3% active;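 active = percent inhibition above its own plate's cutoff, namely the mean of that plate's compound wells plus 3 SD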;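 also: peak over basal fluorescence ratio during 140 s after agonist addition; 0% = ACh EC80 plus DMSO and 100% = DMSO alone without agonist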
CHRM4 agonist: human M4 muscarinic receptor agonists, primary screen, CHO-K1 cells, Fluo-8 calcium fluorescence | 360,000 tested, 0.14% active | Muscarinic acetylcholine receptor M4 (Homo sapiens), P08173 | AID 624127, 2012 | CHO-K1 hM4/Gqi5; vehicle 0%, full acetylcholine response 100% | activation, % at 3 µM;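 active = activation above the run mean over all test wells plus 3 SD, cut at about 32% in these data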;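 also: peak over basal fluorescence ratio per well then scaled between controls; 0% = DMSO wells and 100% = acetylcholine at EC100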
Target sequence (P08173 whole entry, looked up): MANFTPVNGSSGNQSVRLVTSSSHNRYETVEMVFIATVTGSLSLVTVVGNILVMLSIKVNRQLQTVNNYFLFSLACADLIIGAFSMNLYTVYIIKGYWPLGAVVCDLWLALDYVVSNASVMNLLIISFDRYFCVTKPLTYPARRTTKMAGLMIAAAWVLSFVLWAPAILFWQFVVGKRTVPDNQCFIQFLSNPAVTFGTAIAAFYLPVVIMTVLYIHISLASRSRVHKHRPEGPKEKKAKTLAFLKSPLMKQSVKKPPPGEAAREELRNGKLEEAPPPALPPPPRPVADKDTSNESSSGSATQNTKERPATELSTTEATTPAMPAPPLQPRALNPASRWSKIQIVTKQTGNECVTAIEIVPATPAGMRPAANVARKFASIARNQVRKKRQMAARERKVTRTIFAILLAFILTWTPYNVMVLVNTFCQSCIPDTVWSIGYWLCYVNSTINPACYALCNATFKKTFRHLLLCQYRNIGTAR
OXTR potentiate: human OXTR potentiators, primary screen, fluorescence, CHO-OTR cells, Fluo-8 calcium. Oxytocin receptor (Homo sapiens), P30559. Fluo-8 calcium fluorescence, potentiator mode; 0% = oxytocin EC15, 100% = EC100. activation, % at 3 µM. 320,000 tested, 0.061% active. AID 2445, 2010;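 active = activation above that plate's cutoff, the mean activation of tested compounds plus 3 SD, cut at about 6.6% in these data, passing the limit was not always enough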;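 also: 100% uses oxytocin at 75 nM as the full agonist control; some results filed as inactive read as strong as hits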
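Assay system: CHO cell line stably expressing human OTR | Also added: Oxytocin at about EC15, sub-maximal agonist stimulus | Times: Compound 6 min at room temperature before oxytocin, 100 s read | Measured by: Fluo-8 intracellular calcium fluorescence, ex 470-495, em 515-575 nm | Controls: EC15 oxytocin alone as 0%, 75 nM oxytocin as 100%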
CHRM4 antagonist: human M4 muscarinic receptor antagonists, primary screen, CHO cells, Fluo-8 calcium fluorescence. Muscarinic acetylcholine receptor M4 (Homo sapiens), P08173. CHO-hM4 cells, ACh EC80. inhibition, % at 3 µM. 360,000 tested, 0.73% active. AID 624125, 2012;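 active = inhibition above its plate's cutoff, the mean inhibition of sample wells plus 3 SD, cut at about 27% in these data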;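 also: 0% = acetylcholine EC80 with DMSO and 100% = DMSO without agonist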
CHRM1 agonist: human M1 muscarinic receptor agonists, primary screen, Fluo-8 calcium fluorescence, CHO-K1 cells, HTS; Muscarinic acetylcholine receptor M1 (Homo sapiens), P11229; CHO-K1 hM1, agonist mode; 0% DMSO, 100% acetylcholine EC100; activation, % at 3 µM; 360,000 tested, 0.33% active; AID 588814, 2011;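 active = activation above the run's mean compound activation plus 3 SD, cut at about 16% in these data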;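 also: peak over basal fluorescence ratio within a 140 s kinetic read after compound addition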
CHO parental Ca: ATP-evoked calcium signal inhibitors, parental CHO, primary screen, counter-screen for OX1R antagonist project, cell-based, fluorescence, Fluo-8 calcium dye; parental CHO-K1, ATP-induced calcium, Fluo-8 fluorescence; inhibition, % at 5.6 µM; 330,000 tested, 0.63% active; AID 463079, 2010;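 active = inhibition above that plate's mean sample inhibition plus 3 SD, cut at about 26% in these data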;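 also: 0% = ATP-challenged DMSO wells and 100% = DMSO wells without ATP; some compounds past the cut are filed as inactive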
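Assay system – parental CHO cells · Reagent – ATP stimulus · Detection – intracellular calcium via Fluo-8 no-wash fluorescent dye · Evaluation – percent inhibition of ATP-evoked calcium rise, normalized to controls · Controls – ATP wells versus no-ATP DMSO wells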
CHO-K1 Ca ag: counter-screen for M1 agonists: effect in parental CHO-K1 cells; AID 602248, 2012; Fluo-8 calcium fluorescence; scaled to maximal ATP response, vehicle zero; 360,000 tested, 0.48% active; activation, % at 3 µM; in the data active = activation above about 15%;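 also: untransfected CHO-K1 host cells lacking M1 receptor as counterscreen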
CHO-K1 Ca antag: nonselective inhibitor or artifact in parental CHO-K1 cells. AID 602250. ATP-induced calcium, Fluo-8 fluorescence. 360,000 tested, 0.6% active. inhibition, % at 3 µM;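 active = inhibition above a per-plate cutoff, the plate's mean sample inhibition plus 3 SD, cut at about 24% in these data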;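 also: 0% = DMSO plus EC80 ATP and 100% = DMSO alone without ATP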
* hit, by the source's call; nt = not tested or not shown.

Value order: M1 PAM, M1 antag, CHRM4 agonist, OXTR potentiate, CHRM4 antagonist, CHRM1 agonist, CHO parental Ca, CHO-K1 Ca ag, CHO-K1 Ca antag
CCOC(=O)c1cc(S(=O)(=O)N2CCCC2)cn1C
  -6, 7, 1, -2, 9, -4, -6, 1.3, -12
Cc1ccc(C)c(NC(=O)C2CCCN(S(=O)(=O)c3c(C)nn(C)c3C)C2)c1 (stereo not given)
  -2, 3, 8, -6, -10, -1, -20, 3.6, -10
CCOc1cc2[nH]c(=S)n(Cc3ccc(C(=O)NCCCOC)cc3)c(=O)c2cc1OCC
  4, -2, -1, -17, 0, -4, -19, 3.0, -7
COc1cccc2c1C(CCCC(=O)O)CCC2 (stereo not given)
  13, -23, 1, nt, -2, -5, nt, 0.5, -13
CCOC(=O)c1cc(C(O)(C(F)(F)F)C(F)(F)F)c(/N=C/N(C)C)o1
  -1, -7, 0, -7, -6, -7, -21, 0.6, -11
CCC(C(=O)NC1CCCCC1)n1c(SCc2cccc(F)c2)nc2ccncc21 (stereo not given)
  -30, 45*, 4, -4, 20, -11, 6, 1.6, -9
CC(=N\NC(=O)c1cc(Br)ccc1O)/C(=N/O)C(=O)Nc1ccccc1
  -3, 3, 5, -9, 0, 2, 11, 3.2, -2
O=C(Nc1ccccc1C(F)(F)F)C1CCN(C(=O)c2cccs2)CC1
  2, -2, 0, 6, 6, -2, 3, 1.0, -18
CN(C)S(=O)(=O)c1ccc(NC(=O)C2CC(=O)N(Cc3ccccc3)C2)cc1 (stereo not given)
  2, -3, 1, -4, -1, -13, -5, 0.9, 0
O=C(Nc1cnn(Cc2c(Cl)cccc2Cl)c1)c1ccc([N+](=O)[O-])cc1
  6, -21, 0, -18, -6, 4, -4, 2.3, 2
CC1(c2cc(C(F)(F)F)n3nc(C(=O)O)cc3n2)CC1
  7, -15, 0, 1, -7, -2, 2, 0.6, -19
CC1CCC(NC(=O)CN(C)S(=O)(=O)c2cccc3cccnc23)CC1 (stereo not given)
  14, -16, 2, -4, -10, -1, -21, 1.9, -8
Cc1cc(S(=O)(=O)N2CCN(c3ccccc3O)CC2)c(C)s1
  4, -4, 4, -1, -4, -6, -5, -0.4, 4
Cc1c(N(C(=O)CNC(=O)c2ccccc2)C2(C(=O)NC3CCCCC3)CCCCC2)c(=O)n(-c2ccccc2)n1C
  7, -9, 5, -8, -4, -2, -27, 3.4, -19
O=C(c1ccc(CS(=O)c2cccc(Cl)c2)o1)N1CCOCC1 (stereo not given)
  6, -8, 0, -4, 1, -2, 11, 1.7, -15
Cc1ccc(C(=O)N/C(=C\c2cccs2)C(=O)N2CCOCC2)cc1C
  -3, -9, 3, -6, 5, -3, -12, 0.3, 9
COC(=O)C(C)Oc1ccc(Oc2nc(Cl)ccc2Cl)cc1 (stereo not given)
  -2, 2, -1, -3, -7, -4, -14, 1.1, -13
CO/N=C/CC(=O)c1ccc([N+](=O)[O-])c(CS(=O)(=O)c2ccc(Cl)cc2)c1
  -3, 1, 2, -7, 10, -1, -5, 1.0, -12
COc1ccc(-c2noc(CCCC(=O)NCc3ccco3)n2)cc1OC
  12, -12, 2, -11, -3, 0, -5, 0.5, -9
Cc1cc(F)ccc1NC(=O)c1cc(S(=O)(=O)N2CCCC2)cn1C
  0, -1, 1, 0, -1, -3, 2, 3.1, 4
COc1cc(OC)c(NC(=S)NCc2ccccc2)cc1Cl
  5, -1, 2, -4, 9, -7, -12, 8.1, -13
O=[N+]([O-])c1ccc(-c2ccc(C=Nc3cccc4ccccc34)o2)cc1
  7, -4, 3, -8, -2, -2, 5, 0.8, -28
COc1ccc([C@H](NC(=O)OC(C)(C)C)C(=O)OC(C)(C)C)cc1
  -5, 12, -1, 0, 13, -6, -16, -0.8, -10
CCCCn1c(N)c(N(CCC(C)C)C(=O)C2CC(=O)N(c3cccc(SC)c3)C2)c(=O)[nH]c1=O (stereo not given)
  2, 1, 1, 2, -18, -3, -13, 0.5, -5
CC(C)CNC(=S)N1CCC(C(=O)c2ccc(Cl)cc2)CC1
  -10, 9, 13, nt, -3, 2, nt, 6.7, 1
CC(=O)Nc1ccc(NC(=O)c2ccc(N(C)S(=O)(=O)c3ccc(C)cc3)cc2)cc1
  -6, 12, 1, -11, 8, -4, -5, 0.2, 0
Cc1ccccc1Nc1c(-c2ccncc2)nc2ccc(Br)cn12
  -1, -12, 2, -3, 0, -11, -12, 0.9, 5
Cc1ccc2cc(CN(C(=O)c3cccnc3)C(C)C)c(=O)[nH]c2c1
  2, -7, 0, -1, 0, -4, -5, 0.1, -8
CN(C(=O)COC(=O)CCc1c[nH]c2ccccc12)c1ccccc1
  6, -9, 5, -15, -5, 1, -10, 14, 6
Nc1cc(C(=O)OCC(=O)NCc2ccco2)ccc1Cl
  7, -5, 2, -6, -3, -2, -4, 0.9, -17
C#CCOC(=O)c1ccccc1C(=O)N(CC)CC
  0, -2, 0, 6, -1, -4, -3, 0.5, 4
CCc1nn(CC(=O)N2CCC(C)CC2)c(=O)c2cccn12
  11, 2, 1, -1, -5, -1, -9, 1.1, -3
Cc1ccc(NC(=O)Cn2cc(C=O)c3ccccc32)cc1
  1, -5, 7, -16, 3, 1, -11, 7.0, 5
COc1cccc2c1C(=O)c1ccc3ccccc3c1C2=O
  6, -25, 3, -3, 0, -1, -17, 0.9, 1
N#CC1(NC(=O)CN2C(=O)c3ccccc3C2=O)CCCCC1
  13, -17, 2, -7, -1, -1, 0, 1.8, -21
COc1ccc(NC(=O)COc2ccc(S(=O)(=O)N3CCOCC3)cc2C)cc1OC
  8, -6, 9, -10, -5, -3, -12, 9.5, -18
COc1cccc(OCc2cc(C(=O)NCCc3cccc(C)n3)no2)c1
  6, -11, 5, 1, -6, -3, -16, 0.8, -10
Cn1cc(C(=O)N2CCc3ccccc3C2)c(=O)c2cc(S(=O)(=O)N3CCOCC3)ccc21
  8, -12, 2, -4, 7, -4, -12, -0.2, -17
COc1ccc2c(c1C)CCC(C)(C#N)C2=O (stereo not given)
  15, -10, 0, nt, -3, -7, nt, -1.0, 1
c1ccc(OCCOc2cccc3cccnc23)cc1
  -2, 1, 0, 3, 5, -5, -9, 0.1, 0

Part of the list above, reduced to M1 antag and M1 PAM:
Compound,M1 antag,M1 PAM
N#CC1(NC(=O)CN2C(=O)c3ccccc3C2=O)CCCCC1,-17,13
COc1ccc(NC(=O)COc2ccc(S(=O)(=O)N3CCOCC3)cc2C)cc1OC,-6,8

The listing continues.
Value order: M1 PAM, M1 antag, CHRM4 agonist, OXTR potentiate, CHRM4 antagonist, CHRM1 agonist, CHO parental Ca, CHO-K1 Ca ag, CHO-K1 Ca antag
O=C(COc1ccc(Cl)cc1)Nc1ccccc1Cl
  4, -4, 0, 0, -17, 1, -12, 0.0, 6
COc1ccc(C(=O)NCC(=O)N/N=C/c2cn[nH]c2-c2ccccc2)cc1
  10, -4, 1, -6, -7, -8, -7, -0.4, 2
Cc1cc2cc(CNS(=O)(=O)c3ccccc3)ccc2n1C
  -9, 1, 6, -6, -4, -9, 8, 2.8, -6
CC(C)CCOCC(=O)Nc1cccc(C(=O)O)c1
  4, -1, 0, 0, 3, -3, -1, 0.1, -3
Cc1nc(NC(=O)/C=C/c2ccccc2)n[nH]1
  3, -4, 1, 3, -8, -5, 1, 0.3, -7
O=C(O)c1ccc(NC2=C/C(=N/S(=O)(=O)c3ccccc3)c3ccccc3C2=O)cc1
  -5, 11, 7, nt, -3, 2, nt, 1.6, 10
CCOc1ccc(N2CC(C(=O)NCCc3ccccc3)CC2=O)cc1 (stereo not given)
  11, -8, 0, 1, 16, -1, -7, 0.1, -7
CC(=O)Nc1cccc(NC(=O)CSc2nnc(Cc3cccn3C)n2CCc2ccccc2)c1
  3, -8, 1, -12, -4, -5, -10, -0.2, -5
CCNC(=O)COc1ccc(F)cc1C(=O)c1cnn(-c2ccccc2)c1
  2, -8, 9, -9, -8, -9, -9, 0.9, -5
CN(Cc1ccccc1)S(=O)(=O)c1ccc(NC(=O)C2CCCO2)cc1 (stereo not given)
  -1, -17, 13, -4, 3, 6, 0, 5.2, -8
COc1cc(OC)c2ccc(=O)oc2c1C(CC(=O)N1CCCC(C)C1)c1ccc2c(c1)OCO2 (stereo not given)
  7, -5, 11, -6, -3, -6, -27, 1.5, -11
C=CCn1c(-c2ccccc2)ccc(C#N)c1=O
  4, -3, -3, -13, 3, -4, -18, -0.2, -8
O=C(NCc1ccccc1)NCc1cccs1
  8, -9, 1, -12, -11, -11, 1, 0.6, 0
O=C(/C=C/c1ccc(S(=O)(=O)NCc2ccco2)cc1)NCc1cccc(Cl)c1
  -4, 4, 4, -9, 4, -8, 19, 1.8, -1
COc1cc(OC)cc(C(=O)NC(=S)N2CCCCC2c2cccnc2)c1 (stereo not given)
  0, -5, 1, 1, 5, -4, -19, -0.3, -7
COc1cc(/C=C/C(=O)N2CCC=CC2=O)cc(OC)c1OC
  6, -31, 4, 4, -9, -2, -9, 1.1, 1

Sorted by molecular weight (highest first): 9 of the compounds above
Value order: M1 PAM, M1 antag, CHRM4 agonist, OXTR potentiate, CHRM4 antagonist, CHRM1 agonist, CHO parental Ca, CHO-K1 Ca ag, CHO-K1 Ca antag
CC(=O)Nc1cccc(NC(=O)CSc2nnc(Cc3cccn3C)n2CCc2ccccc2)c1
  3, -8, 1, -12, -4, -5, -10, -0.2, -5
COc1cc(OC)c2ccc(=O)oc2c1C(CC(=O)N1CCCC(C)C1)c1ccc2c(c1)OCO2 (stereo not given)
  7, -5, 11, -6, -3, -6, -27, 1.5, -11
O=C(O)c1ccc(NC2=C/C(=N/S(=O)(=O)c3ccccc3)c3ccccc3C2=O)cc1
  -5, 11, 7, nt, -3, 2, nt, 1.6, 10
O=C(/C=C/c1ccc(S(=O)(=O)NCc2ccco2)cc1)NCc1cccc(Cl)c1
  -4, 4, 4, -9, 4, -8, 19, 1.8, -1
COc1ccc(C(=O)NCC(=O)N/N=C/c2cn[nH]c2-c2ccccc2)cc1
  10, -4, 1, -6, -7, -8, -7, -0.4, 2
Cc1cc2cc(CNS(=O)(=O)c3ccccc3)ccc2n1C
  -9, 1, 6, -6, -4, -9, 8, 2.8, -6
CC(C)CCOCC(=O)Nc1cccc(C(=O)O)c1
  4, -1, 0, 0, 3, -3, -1, 0.1, -3
C=CCn1c(-c2ccccc2)ccc(C#N)c1=O
  4, -3, -3, -13, 3, -4, -18, -0.2, -8
Cc1nc(NC(=O)/C=C/c2ccccc2)n[nH]1
  3, -4, 1, 3, -8, -5, 1, 0.3, -7

High-throughput results from PubChem.
